TIM10 inh = growth inhibitors of isogenic TIM10 control yeast, primary screen, counter-screen for tim10-1 yeast inhibitor project, luminescence, uHTS; S. cerevisiae TIM10 strain growth, BacTiter-Glo luminescence, 24 h; inhibition, % at 10 µM; hit rate 1.4% among 330,000; AID 463195, 2010;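 active = inhibition of 40% or more at the single tested concentration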;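 also: wild-type TIM10 isogenic control strain grown at permissive 25 °C; 0% = DMSO yeast wells and 100% = minimal medium wells without yeast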
MPTP block = mitochondrial permeability transition pore inhibitors, primary screen, biochemical, isolated mouse mitochondria, absorbance. hit rate 1.4% among 360,000. AID 602449, 2012. inhibition, % at 10 µM. Ca2+ swelling absorbance, 30 min;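 active = inhibition of 50% or more, scaled per plate between neutral and stimulator controls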;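 also: 0% = DMSO wells given calcium and 100% = 1 mM EGTA wells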
tim10-1 inh = growth inhibitors of tim10-1 mutant yeast, primary screen, luminescence, uHTS; inhibition, % at 20 µM; S. cerevisiae tim10-1 ts strain growth, BacTiter-Glo, 24 h; hit rate 2.2% among 330,000;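 active = inhibition of at least 40%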;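 also: mutant grown at 25 °C; 0% = DMSO wells with yeast and 100% = wells holding no yeast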
APJ antagonist = antagonists of human apelin receptor APJ, primary screen, CHO-K1 cells, beta-arrestin complementation, luminescence; inhibition, % at 20 µM; hit rate 0.32% among 330,000; P35414;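 active = inhibition above about 40% at 20 µM, limit read from the data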;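 also: cells challenged with 10 nM apelin-13 agonist together with compound; plate controls were apelin-13 plus DMSO wells for no effect and DMSO wells lacking apelin-13 for full effect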
Target sequence (P35414 whole entry, looked up): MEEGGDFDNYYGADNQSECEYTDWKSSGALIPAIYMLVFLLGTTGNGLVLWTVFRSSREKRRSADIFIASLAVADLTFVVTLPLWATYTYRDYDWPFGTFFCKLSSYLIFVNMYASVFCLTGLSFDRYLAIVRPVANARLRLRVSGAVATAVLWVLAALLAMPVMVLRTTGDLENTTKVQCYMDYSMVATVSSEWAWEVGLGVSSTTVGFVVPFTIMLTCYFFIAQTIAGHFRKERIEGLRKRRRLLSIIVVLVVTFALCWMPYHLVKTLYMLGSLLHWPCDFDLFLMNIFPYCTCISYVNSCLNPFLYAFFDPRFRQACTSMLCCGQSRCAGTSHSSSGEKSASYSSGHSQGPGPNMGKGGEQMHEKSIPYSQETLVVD
APJ ag = agonists of human apelin receptor APJ, primary screen, CHO-K1 cells, PathHunter beta-arrestin, luminescence; P35414; 0% DMSO wells, 100% apelin; activation, % at 20 µM; hit rate 0.11% among 330,000; AID 2520, 2010;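 active = activation more than six SD over the plate average, tested at 20 µM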;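 also: 0% = DMSO alone and 100% = apelin-13 at 10 nM; some results filed as inactive read as strong as hits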
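Test system – PathHunter CHO-K1 APJ (AGTRL-1) beta-arrestin reporter cells · Input – 1000 cells/well · Compound – single test compound dose, 20 µM final, 1% DMSO · Times – compound stimulation 90 min at 25 °C, detection 60 min · Technique – beta-gal luminescence · Read-out basis – APJ–arrestin association signal · Control set – negative DMSO alone, positive Apelin-13 at 10 nM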
tim23-1 inh = growth inhibitors of tim23-1 mutant yeast, primary screen, luminescence, uHTS; hit rate 1.3% among 330,000; inhibition, % at 20 µM; S. cerevisiae tim23-1 growth, BacTiter-Glo luminescence, 24 h; AID 463212, 2010;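 active = growth inhibition of the mutant yeast at or above 50%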;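 also: temperature-sensitive mutant grown at 25 °C; plate controls were DMSO-treated mutant yeast for no effect and medium wells lacking yeast for full effect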
beta cell repl = inducers of MIN6 beta-cell proliferation, primary screen, ATP luminescence, uHTS. MIN6 cells proliferation, ATPlite luminescence, 48 h; cells starved in 0.2% serum; 100% = growth in 10% serum. proliferation, % at 10 µM. hit rate 0.29% among 330,000. AID 2380, 2010;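 active = compounds whose signal lies at least 3.5 SD above the mean of all wells on their plate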;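 also: 0% = DMSO-treated cells in low-serum medium and 100% = 10% serum control; some compounds called inactive have numbers as strong as hits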
NR3A LBD binder = binders of NR3A ligand-binding domain, primary screen, biophysical, differential scanning fluorimetry, uHTS | Tm shift relative to glycine control, % at 25 µM | hit rate 2.5% among 340,000 | Glutamate receptor ionotropic, NMDA 3A (GRIN3A) ligand-binding domain | NR3A LBD differential scanning fluorimetry, Tm shift; 0% = protein alone, 100% = glycine-bound protein;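 active = melting temperature shift of at least 10% of the positive control shift, at one fixed dose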
NALP3 yeast inh = NALP3 inflammasome inhibitors in reconstituted yeast, primary screen, luminescence, uHTS. hit rate 0.39% among 330,000. AID 2825, 2010. inhibition, % at 10 µM. Yeast reconstituted NLRP3/ASC/caspase-1, beta-gal luminescence, 24 h;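 active = inhibition of 50% or more; inactive = inhibition below 50%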;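 also: plate controls were induced DMSO wells for no effect and uninduced yeast grown without galactose for full effect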
Active calls of the source: *; . = no result given.

no.	Molecule	tim23-1 inh	APJ antagonist	MPTP block	tim10-1 inh	TIM10 inh	NR3A LBD binder	beta cell repl	APJ ag	NALP3 yeast inh
1	CCOc1cc(NC(=O)CCl)c(OCC)cc1NC(=O)CCl	6	-4	1.3	-5	7	-2	-6	-7	6
2	NS(=O)(=O)c1ccc(CCN2C(=O)/C(=C\c3ccc(Cl)cc3)SC2=S)cc1	-15	2	7.2	-6	-7	-3	-3	2	7
3	Cc1ccccc1C(C(=O)NC1CCCC1)N(C(=O)CNC(=O)c1ccco1)c1cccnc1 (centres undefined)	2	16	.	10	9	.	-1	-3	12
4	CC1=CN2CC(O)CN=C2C=C1 (centres undefined)	21	-2	-0.9	9	3	0	0	-4	-5
5	O=C(Nc1cccc(-c2ccc(N3CCOCC3)nn2)c1)c1ccc(Cl)cc1	-1	-32	-1.0	1	-3	-3	0	0	3
6	CC(=O)N1CCN2C(=O)C1CCCC(=O)c1cc(C(C)C)ccc12 (centres undefined)	-2	0	-8.1	-5	11	1	-4	-3	14
7	Cc1ccc(S(=O)(=O)Nc2ccc3c(c2)C(=O)N([C@H](C)CO)C[C@H](C)[C@@H](CN(C)C(=O)Nc2ccc(C(F)(F)F)cc2)O3)cc1	11	5	0.5	6	0	-1	-3	-1	6
8	CCCCN(C(=O)CCCc1nc2ccccc2c(=O)[nH]1)c1c(N)n(CC(C)C)c(=O)[nH]c1=O	-8	12	-2.3	6	-2	-4	-2	-4	16
9	CN(C)C(=O)c1ccc(NC(=O)CSc2nnc(-c3ccc4c(c3)OCO4)o2)cc1	-7	14	-1.1	-42	-21	2	4	7	3
10	Cc1ccc(S(=O)(=O)Nc2cccc(C(=O)NCc3ccccn3)c2)cc1F	9	12	1.0	4	-3	2	-2	-7	13
11	C=CCN(CC=C)C(=O)COn1nnc2ccc(S(=O)(=O)N3CCOCC3)cc21	6	-54	-1.2	8	6	0	4	-1	20
12	COc1cccc(CN2CCN(Cc3ccccc3C(F)(F)F)CC2)c1	10	-8	-0.9	18	-2	3	-4	-1	12
13	NC(=O)CSc1nnc(Cn2cnc3ccccc32)o1	-7	4	-1.9	10	2	1	3	-3	7
14	Cc1ccc(NC(=S)Nc2ccc(OC(F)F)c(Cl)c2)cc1F	40	-2	98*	37	42*	32*	-7	-2	22
15	Cc1ccc(/C=N/NC(=O)c2ccncc2)s1	3	2	3.7	-9	-15	1	2	0	-3
16	CC1CCCC(C)N1C(=O)CN1C(=O)C(C)(C)Oc2ccc(C(=O)NC3CCCC3)cc21 (centres undefined)	17	6	0.0	18	-4	0	0	-4	8
17	CC(C)(C)/C=N/NC(=O)CNC(=O)c1ccc2c(c1)OCCO2	-2	1	2.4	-1	9	-2	-2	0	-9
18	O=C(Nc1ccccc1)OCc1cc(-c2ccc(Cl)cc2)on1	13	-4	-4.5	17	15	-8	-3	-4	36
19	COCCCNc1nc2ccccc2nc1NS(=O)(=O)c1cc(Cl)ccc1Cl	27	-7	0.1	32	5	1	0	-3	1
20	CCn1ncc(C2=NOC(C(=O)NCCc3ccccc3)C2)c1C (centres undefined)	25	9	0.4	15	-8	1	4	6	12
21	O=C(Nc1ccc2oc(-c3ccncc3)nc2c1)c1ccco1	48	-17	-2.1	-11	24	-17	0	-1	31
22	O=Nc1ccc(NOC(=O)c2ccccc2Br)cc1	57*	-31	-0.2	20	61*	-6	0	1	27
23	CC(C)Cc1nnc(NC(=O)C23CC4CC(CC(C4)C2)C3)s1	24	4	1.0	22	-5	-1	-2	-4	21
24	Cc1cccc(OCC(=O)N/N=C/c2cccn2C)c1	-2	-1	-0.1	1	-5	-1	-1	2	17
25	O=C(O)CCCNC1=NCCC1	10	-3	-7.9	13	-6	2	1	1	-11
26	Cc1[nH]c(=S)c(C#N)c(C)c1CC(=O)c1ccc(Br)cc1	12	12	-0.9	15	0	-1	-1	-2	15
27	COCCNC(=S)N/N=C(\C)c1cccc(OC)c1	13	-10	0.6	38	33	3	-3	-2	-21
28	O=C(c1ccc(N2CCOCC2)nc1)N1CCCCC1	13	11	0.5	3	5	0	-1	-3	1
29	Cc1ccc(-c2ccc(C(=O)Nc3ccccc3)o2)c2ccccc12	39	-49	1.6	29	18	-8	-8	8	29
30	CNc1ccccc(-c2ccc3ccccc3n2)c1=O	20	-18	8.5	15	8	-6	0	1	3
31	O=C(CN1CCN(c2ccc(F)cc2)CC1)NCc1ccc(F)cc1	7	-4	1.4	11	-14	-1	-6	-3	15
32	CC(OC(=O)CCc1cc(C(C)(C)C)c(O)c(C(C)(C)C)c1)C(=O)NC1CC1 (centres undefined)	11	-4	1.1	-3	11	-1	-4	-7	9
33	CN(CC(=O)NCc1ccc2c(c1)OCO2)S(=O)(=O)c1ccc(Br)s1	21	-27	2.4	34	3	-3	1	-1	24
34	O=C(Nc1ccc(CN2CCCCC2)cc1)Nc1ccc(Br)cc1Cl	-43	-25	18	-38	-35	-4	-6	3	20
35	CC1=CC(C)C2C(=O)N(c3ccccc3)NC(=O)C2C1 (centres undefined)	16	-1	-0.2	5	1	-3	-2	-3	9
36	Cc1nc(C)c(-c2ccn(C(=O)NC(C)C)n2)s1	5	-1	1.7	4	13	-3	-1	2	5
37	COc1ccc(S(=O)(=O)NCCC(=O)N2CCCC2)cc1N(C)S(C)(=O)=O	-3	-1	-0.1	15	-5	0	1	-1	8
38	CCOC(=O)CSc1nc(NCc2ccco2)c2ccccc2n1	2	14	0.2	23	-3	1	0	-7	-1
39	COc1ccc(C(=O)NCCc2ccccc2)cc1[N+](=O)[O-]	5	6	0.2	6	4	2	-3	-3	22
40	O=[N+]([O-])c1cc(/C=N/N2CCN(C3c4ccccc4-c4ccccc43)CC2)ccc1Cl	-6	9	-2.4	-11	-2	3	-3	0	2
41	Cc1ccc(-n2c(C)cc(C3N=C(N)Nc4nc5ccccc5n43)c2C)c(C)c1 (centres undefined)	-12	20	5.8	11	11	-23	-4	-4	4
42	Cc1ccc(C2C3=C(CC(C)(C)CC3=O)Nc3[nH]c(=S)[nH]c(=O)c32)cc1 (centres undefined)	-40	2	2.2	0	9	2	1	-2	-3
43	CCOC(=O)c1cnc(SCc2nc(N)nc(Nc3ccccc3OC)n2)nc1N	-4	3	.	10	10	.	0	-3	3
44	COc1ccccc1NC(=O)Cn1c([N+](=O)[O-])cnc1C	-5	5	0.3	-1	-7	1	-3	-1	14
45	CCCOc1c(Br)cc(C2C3=C(CCCC3=O)N(C)C3=C2C(=O)CCC3)cc1OC	9	8	-1.3	9	6	-2	0	-1	-6
46	COc1cccc(C(=O)N2CCN(C(=O)Cc3ccccc3)CC2)c1	-2	-3	-2.0	1	10	0	2	-2	2
47	CCc1ccc(N(CC)C(=O)c2ccc3c(Cl)c4c(nc3c2)CCC4)cc1	43	12	-2.5	29	8	2	-7	-4	7
48	O=C(Nc1ccccc1C(=O)NCCCN1CCOCC1)c1ccccc1	11	10	-1.4	7	7	-1	2	2	2

Entries above shown as hits in NR3A LBD binder:
#	smiles	APJ antagonist	MPTP block	NR3A LBD binder	APJ ag	NALP3 yeast inh
14	Cc1ccc(NC(=S)Nc2ccc(OC(F)F)c(Cl)c2)cc1F	-2	98*	32*	-2	22

(next part)
no.	Molecule	tim23-1 inh	APJ antagonist	MPTP block	tim10-1 inh	TIM10 inh	NR3A LBD binder	beta cell repl	APJ ag	NALP3 yeast inh
49	CCOc1ccc(C(O)(CCC(C)C)C(CN2CCOCC2)c2ccccc2)cc1 (centres undefined)	49	15	-0.1	23	28	-7	-6	-4	14
50	O=C(NC1CCN(S(=O)(=O)c2ccc(Cl)cc2)CC1)C1CCCCC1	-9	-6	-2.6	6	-9	0	-1	-2	39
51	O=C(NCCCO)/C(=C\c1cn(-c2ccccc2)nc1-c1cccnc1)NC(=O)c1ccccc1	-8	11	1.0	13	22	-1	-3	-3	-7
52	COc1ccc(C2SCCN2S(=O)(=O)c2ccc(F)cc2)cc1OC (centres undefined)	13	11	2.0	6	-9	-2	-1	0	0
53	CO/N=C/C(c1ccc(Cl)nc1)S(=O)(=O)c1ccccc1 (centres undefined)	21	10	-1.0	8	4	-1	-2	-4	-5
54	Oc1ccc2ccccc2c1/C=N/n1cnnc1	11	-4	1.9	5	5	1	-4	0	6
55	CN(Cc1cccs1)C(=O)c1cc(S(=O)(=O)N2CCOCC2)ccc1F	11	4	-0.8	1	3	1	2	-1	21
56	COc1ccc(Br)cc1CN(C)CC(=O)NCCc1ccc(S(N)(=O)=O)cc1	6	21	-0.8	7	-2	-1	-6	-2	17
57	COc1ccc(NC2=NCC(Cc3ccc(Br)cc3)S2)cc1 (centres undefined)	-239	-11	0.2	6	18	-38	-5	-2	37
58	COc1cccc(-c2sc3ccc(OC)cc3c2-c2ccc(OCCN3CCOCC3)cc2)c1	15	-17	0.3	30	12	2	-6	-1	-2
59	Cc1cccc(NC(=O)c2cc(S(=O)(=O)N3CCc4ccccc43)cn2C)c1	10	3	11	3	-8	-8	4	1	3
60	CN(C)/C=C1/Oc2c(ccc3ccccc23)C1=O	16	4	-0.6	23	0	-1	-1	-1	7
61	COc1ccc(OC)c(-n2c(C)nc3cc(C(=O)O)ccc32)c1	14	1	-1.4	0	7	-2	0	0	3
62	NC(=O)CSc1nnc(-c2ccc(O)cc2)n1Cc1ccco1	-3	0	0.4	10	-1	2	-1	5	8
63	Cc1ccc(S(=O)(=O)N2CCOCC2)cc1NC(=O)CSc1ncccn1	-13	17	-0.2	-10	-7	1	-1	5	5
64	Cc1c(CCC(C)C)c(=O)n2c([nH]c3ccccc32)c1C#N	15	-12	49	26	27	5	-7	-4	33
65	Cc1cc(C)n2nc(C(=O)Nc3ccc(S(=O)(=O)N(C)C)cc3)nc2n1	-3	10	1.7	8	1	-1	5	-3	-4
66	CCC(=O)c1cc2c(C)cc(=O)oc2c(C)c1OC(=O)C(C)C	22	17	-2.1	17	12	-7	0	-2	5
67	CN(C)c1ccc(CNC(=O)CCc2ccc(S(=O)(=O)N3CCCCCC3)cc2)cc1	16	-26	0.4	21	-8	-3	-3	-7	8
68	CCCOc1ccc(C(=O)c2ccccc2C(=O)OC2CCOC2=O)cc1OCCC (centres undefined)	20	3	-1.2	30	20	0	-2	-2	-9
69	Cc1cc(=O)oc2c(C)c(OC(C)C(=O)NCCCn3ccnc3)ccc12 (centres undefined)	-4	-2	-1.8	-5	7	-1	-2	0	-1
70	CCOC(=O)Cc1cc(C)[nH]c1C(=O)OCC	-5	2	-1.9	-1	1	1	-3	0	17
71	Oc1ccc2ccc3cccc[n+]3c2c1	-5	-4	8.5	10	-23	3	-3	2	6
72	COc1cc(OC)c(C2=NOC(C(=O)N3CCc4ccccc4C3)C2)cc1Cl (centres undefined)	28	5	24	31	7	-6	2	-4	21
73	O=C(Nc1cccc([N+](=O)[O-])c1)C1COc2ccccc2O1 (centres undefined)	27	16	-0.4	22	2	0	-3	0	21
74	COCCn1c(C)cc(C(=O)CSc2nc(C)cc(C)c2C#N)c1C	25	-4	66*	31	26	-4	3	0	8

Source: PubChem BioAssay
